From PubChem
D2 agonist – D2 dopamine receptor (human) agonism | P14416 | HEK293 T-REx D2 cells, calcium flux agonist mode | activation, % at 2 µM | 340,000 tested, 0.53% active;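 active = activation over 3 SD above normal in the single-dose calcium agonist read, cut at about 30% in these data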; note: 0% is about no effect
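Agonism is scored from calcium flux in a force-coupled, inducible HEK293 cell line expressing D2, read kinetically for 180 s after compound addition against dopamine controls.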
mIDH1 inhibitor – human IDH1 R132H inhibition; IDH1-R132H enzyme, NADPH consumption, diaphorase/resazurin fluorescence; 390,000 tested, 0.093% active; Potency, µM (doses to about 76.6 µM), for inactives: top-dose activity change, negative = inhibition, hits mostly inhibitors; O75874; AID 602179; note: potency is the fitted concentration of half-maximal effect; % is set by controls: 0 for no effect and ±100 for the full control effect; nearly all actives have a fitted effect of over 65% in size
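IDH1-R132H (0.5 ug/mL) preincubated 30 min with compound, then NADPH (0.016 mM) and alpha-KG (2 mM) added; 80 min at RT, pH 7.5. Remaining NADPH coupled via diaphorase/resazurin to fluorescence (540/590 nm); concentration-response curves normalized to no-enzyme control.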
USP1 inh – inhibitors of human USP1/UAF1 deubiquitinase; recombinant USP1/UAF1, Ub-Rhodamine cleavage fluorescence; Potency, µM (titrated, usually from 57.1 µM), without a hit: at the top dose activity change, negative = inhibition, hits mostly inhibitors; 390,000 tested, 0.23% active; AID 743255; note: potency is the fitted concentration of half-maximal effect; % is set by controls: 0 for no effect and ±100 for the full control effect; nearly all actives have a fitted effect of over 60% in size; inactives centre near -12
Target sequence (O94782 whole entry, looked up): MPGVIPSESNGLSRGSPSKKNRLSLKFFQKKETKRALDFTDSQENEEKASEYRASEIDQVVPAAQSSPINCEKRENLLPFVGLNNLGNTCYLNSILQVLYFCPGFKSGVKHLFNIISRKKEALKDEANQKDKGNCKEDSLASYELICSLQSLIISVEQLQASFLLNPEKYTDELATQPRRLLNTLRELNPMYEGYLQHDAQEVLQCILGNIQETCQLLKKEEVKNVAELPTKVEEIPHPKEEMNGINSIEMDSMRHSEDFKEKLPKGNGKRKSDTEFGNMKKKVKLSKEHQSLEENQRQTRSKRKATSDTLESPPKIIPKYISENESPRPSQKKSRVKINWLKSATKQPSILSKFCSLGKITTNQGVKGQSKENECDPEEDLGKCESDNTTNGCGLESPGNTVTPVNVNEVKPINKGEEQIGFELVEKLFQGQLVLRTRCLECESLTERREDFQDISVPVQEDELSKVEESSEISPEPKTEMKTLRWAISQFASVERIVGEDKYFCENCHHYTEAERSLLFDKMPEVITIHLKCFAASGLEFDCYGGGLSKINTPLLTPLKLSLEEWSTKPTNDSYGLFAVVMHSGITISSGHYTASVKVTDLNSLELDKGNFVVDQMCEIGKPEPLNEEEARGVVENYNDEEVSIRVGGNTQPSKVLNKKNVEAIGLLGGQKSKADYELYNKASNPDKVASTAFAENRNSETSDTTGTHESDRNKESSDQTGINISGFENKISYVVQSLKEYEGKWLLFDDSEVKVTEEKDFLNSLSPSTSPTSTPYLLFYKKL
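USP1/UAF1 complex (1 nM) preincubated 15 min at room temperature with compound, then Ub-Rho substrate (150 nM final) added. Kinetic fluorescence at 480/540 nm over 6 reads at 60 s intervals; 50 mM HEPES pH 7.8, 0.5 mM EDTA, 0.1 mg/ml BSA, 1 mM TCEP, 0.01% Tween-20.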
rTrxR1 inhibitor – inhibitors of rat thioredoxin reductase 1; O89049; recombinant rTrxR1, NADPH fluorescence consumption, selenite substrate; Potency, µM (titrated, usually from 114 µM), for the others: top-dose activity change, negative = inhibition, actives largely listed as inhibitors; 390,000 tested, 1% active; note: potency is the fitted concentration of half-maximal effect; % is set by controls: 0 for no effect and ±100 for the full control effect; nearly all actives have a fitted effect of over 65% in size
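Rat TrxR1 (90 nM in the dispensed reagent) was pre-reduced with 400 uM NADPH for 5 min at room temperature, then incubated with compound for 15 min. After 400 uM selenite was added, NADPH fluorescence (Ex 340/Em 450 nm) was followed for 8 min.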
PI4K2A block – blocks human PI4K2A kinase activity. purified PI4K2A, ADP-Glo luminescence, 1 h; hits give low values. Q9BTU6. activity change, negative = inhibition, % at 76.9 µM. 420,000 tested, 0.13% active; in the data active = activity change below about -50%; inconclusive = mostly about -30% to -49%;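 note: -100% = wells without enzyme as full effect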
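ADP-Glo luminescence measured ADP generated by PI4K2A enzyme (4 ug/mL before mixing) with 1.2 mM PI substrate (pre-mix) and 300 microM ATP (pre-mix). Tris pH7.5 buffer with MgCl2, Triton X-100; 1 h reaction at ambient temperature.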
TRHR PAM – TRH receptor (human) allosteric enhancement. AID 493056. TRHR cells, fluo-8 calcium fluorescence, EC20 TRH enhancement. P34981. 360,000 tested, 0.66% active. enhancement, % at 2 µM; in the data active = enhancement above about 30%; note: 0% is about no effect
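Enhancer read-out: after compound pinning and an initial kinetic agonist-mode read, an EC20 of TRH (10 nM final) was injected and fluo-8 calcium signal (Ex 480/Em 530) followed at 1 s/cycle for 100 cycles in TRHR-expressing cells.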
TrxR1 substrate – rat thioredoxin reductase 1 substrate activity | O89049 | purified TrxR1 substrate turnover, NADPH consumption readout | Potency, µM (series often up to 114 µM), without a hit: at the highest dose activity change, negative = substrate turnover | 390,000 tested, 0.01% active; note: potency is the fitted concentration of half-maximal effect; % is set by controls: 0 for no effect and ±100 for the full control effect; nearly all actives have a fitted effect of over 50% in size
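Rat TrxR1, dispensed at 90 nM, was prereduced with 400 uM NADPH (final) for 5 min at ~22 deg C, then incubated with compound 15 min before 400 uM selenite. A first-read NADPH fluorescence drop versus no-compound background flagged substrates.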
D2 antagonist – antagonists of human D2 dopamine receptor; P14416; HEK293 TREx D2 cells, calcium flux, dopamine EC80; inhibition, % at 10 µM; 340,000 tested, 2% active; AID 485344; in the data active = inhibition above about 30%; note: 0% is about no effect
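Antagonism is scored as inhibition of an EC80 dopamine-evoked calcium signal in a force-coupled, tetracycline-inducible HEK293 T-REx D2 line, with compound present 180 s before agonist.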
TRHR ag – TRH receptor (human) agonism; P34981; TRHR cells, calcium flux fluo-8, FDSS agonist mode; activation, % at 2 µM; 360,000 tested, 0.18% active; in the data active = activation above about 30%; note: 0% is about no effect
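In this calcium-flux screen, cells bearing human TRHR are dye-loaded with fluo-8, baselined for 10 cycles, then exposed to library compounds; positive kinetic calcium responses during the agonist phase mark hits, with TRH as control.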
* hit, by the source's call; ? = inconclusive; / = no result given; & = joins results of further samples; [ ] = dose if it differs, or a comment. Unless noted, calls come from the whole dose curve; as a rule, active = well fitted inhibition curve with a large enough effect; inconclusive = small, poorly fitted or top-dose-only effect; inactive = no such curve, though single readings can be large or run the other way.

Start of the data: the first 4 compounds (preview)
Each structure is followed by: D2 agonist, D2 antagonist, TRHR ag, rTrxR1 inhibitor, PI4K2A block, USP1 inh, mIDH1 inhibitor, TRHR PAM, TrxR1 substrate
> Cc1ccc(CCC(=O)Nc2cc(Cl)ccc2Cl)o1
→ -1.3, -11, 0.0, 14%, -7, -22%, 2%, -4, 8%
> CCc1nc(NCCc2ccccn2)c2nnn(Cc3ccccc3F)c2n1
→ /, /, 0.1, -6%, -2, -21%, 4%, -1, -8%
> CC(=O)Nc1ccc(Nc2nc(-c3ccccc3)nc3ccccc23)cc1
→ -0.6, 21, -0.3, -6%, -9, -20%, 2%, -1, 3%
> Cc1cc(C(=O)N/N=C/c2cccc(OC(=O)c3cccc(Br)c3)c2)n[nH]1
→ 0.6, 8, 0.1, 42%[activator], -10, -16%, -4%, -4, 6%

This part in full, from the start:
Each structure is followed by: D2 agonist, D2 antagonist, TRHR ag, rTrxR1 inhibitor, PI4K2A block, USP1 inh, mIDH1 inhibitor, TRHR PAM, TrxR1 substrate
> Cc1ccc(CCC(=O)Nc2cc(Cl)ccc2Cl)o1
→ -1.3, -11, 0.0, 14%, -7, -22%, 2%, -4, 8%
> CCc1nc(NCCc2ccccn2)c2nnn(Cc3ccccc3F)c2n1
→ /, /, 0.1, -6%, -2, -21%, 4%, -1, -8%
> CC(=O)Nc1ccc(Nc2nc(-c3ccccc3)nc3ccccc23)cc1
→ -0.6, 21, -0.3, -6%, -9, -20%, 2%, -1, 3%
> Cc1cc(C(=O)N/N=C/c2cccc(OC(=O)c3cccc(Br)c3)c2)n[nH]1
→ 0.6, 8, 0.1, 42%[activator], -10, -16%, -4%, -4, 6%
> O=C(COC(=O)CCCN=C1NS(=O)(=O)c2ccccc21)NC(=O)NC1CCCC1
→ 0.3, 5, 0.2, 16%[57.1 µM], 7, -7%, -1%, -4, 7%[57.1 µM]
> CCOC(=O)C1=C(C)NC(C)=C(C(=O)OCC)C1c1ccc([N+](=O)[O-])s1
→ 0.6, -12, -1.1, 15%[57.1 µM], -3&0, -8%&-17%, -2%&-8%, -2, 1%[57.1 µM]
> Cc1cc2ccccc2c(=O)n1CC(=O)NCC(=O)N(C)C1CCCCC1
→ -1.6, 4, -1.9, 5%[57.1 µM], 8, -12%, 4%, 7, 6%[57.1 µM]
> Cc1cccc(C(=O)N(C)c2nnc(-c3ccncc3)s2)c1
→ /, /, /, -7%, -1, -13%, 3%, /, 2%
> OCC1(CO)COC2(CCCC2)N1
→ 0.8&0.5, -19&-1, 0.8&-0.3, 12%, -9, -3%, 10%, 1&-1, -4%
> Cc1ccc(C)c(NS(=O)(=O)c2ccc3oc(=O)ccc3c2)c1
→ 0.1, -5, -0.1, 2%, 3, -18%, ?, -3, -3%
> COCCNC(=O)C(c1ccc(C)o1)N(Cc1ccccc1)C(=O)Cn1nnc2ccccc21 (centres undefined)
→ 0.1, 1, 0.2, -11%, 16, -2%, 0%, 1, -3%
> Cc1ccc(C)c(-c2csc(N)c2C(=O)OC(C)C)c1
→ 0.0, 12, 0.2, 20%[57.1 µM], 0, ?, -2%, -4, -10%
> COc1ccc(C(=O)CC(=O)c2ccccc2O)cc1OC
→ -0.5, -8, -0.6, 3%[57.1 µM], -2, -17%, 10%, 3, -3%[57.1 µM]
> CN(Cc1nc(-c2cnccn2)no1)CC1CCN(Cc2ccccc2)CC1
→ /, /, 0.8, 11%, 5, -19%, 4%, -5, 5%
> Cc1cc(S(=O)(=O)N2CCCOC2CNC(=O)C(=O)NCc2ccco2)ccc1F (centres undefined)
→ 0.4, 1, -1.2, 18%[57.1 µM], 3, -3%, 6%, 1, -5%[57.1 µM]
> O=C(COc1nc2ccccc2nc1N1CCOCC1)NC1CCCCC1
→ 0.3, 5, 0.2, 9%, -3, -5%, -10%, 29, -2%
> N/C(=N\OC(=O)Cc1ccccc1)c1cccc(Br)c1
→ -0.9, -1, -0.3, -4%[57.1 µM], -4, -2%, 11%, -1, 2%[57.1 µM]
> COC(=O)c1c(NC(=O)C2CCCCC2)sc2c1CCN(C(C)C)C2
→ -0.5, -14, -0.2, 2%[57.1 µM], 0, -8%, 4%, 3, -3%[57.1 µM]
> CCN=C1S/C(=C\c2cn(CC)c3ccccc23)C(=O)N1CC
→ -0.9, 2, -0.1, 1%, 0, -27%, 4%, -1, -1%
> CSc1nc2sc3c(c2c(=O)n1Cc1ccccc1)CCC(C(C)(C)C)C3 (centres undefined)
→ 0.9, /, 0.8, 10%, -1, 1%, 0%, 4, 0%

For reference, some entries already given:
Each structure is followed by: D2 agonist, D2 antagonist, TRHR ag, rTrxR1 inhibitor, PI4K2A block, USP1 inh, mIDH1 inhibitor, TRHR PAM, TrxR1 substrate
> Cc1cc2ccccc2c(=O)n1CC(=O)NCC(=O)N(C)C1CCCCC1
→ -1.6, 4, -1.9, 5%[57.1 µM], 8, -12%, 4%, 7, 6%[57.1 µM]
> Cc1cccc(C(=O)N(C)c2nnc(-c3ccncc3)s2)c1
→ /, /, /, -7%, -1, -13%, 3%, /, 2%

Going on with the list:
Each structure is followed by: D2 agonist, D2 antagonist, TRHR ag, rTrxR1 inhibitor, PI4K2A block, USP1 inh, mIDH1 inhibitor, TRHR PAM, TrxR1 substrate
> CCn1c(C)cc2c(c1=O)C(c1ccccc1Br)C(C#N)=C(N)O2 (centres undefined)
→ -0.9, -3, 0.0, ?, 1, -16%, 3%, 6, 12%
> O=C(O)CCCCCNC(=O)C(=O)C1C(=O)Nc2ccccc21 (centres undefined)
→ 1.2, -4, 0.6, -2%, 6, -13%, -5%, 0, -1%
> CC(CCc1ccccc1)NC(=O)/C=C/c1ccc(F)cc1 (centres undefined)
→ 0.3, -4, 1.4, /, /, /, /, 3, /
> COc1ccc(CNC(=O)c2ccc(-c3nc(CSc4ccccc4)c(C)o3)cc2)cc1OC
→ 1.6, /, 1.4, -3%, -6, -12%, -5%, 3, 8%
> O=C(CCCNC(=O)c1ccc(Cl)cc1)OCc1cccc(Br)c1
→ 0.0, -38, -0.3, -4%, -13, -6%, 2%, 2, -6%
> Cc1ccc(N2CCCn3c2cc(C)c(C#N)c3=O)cc1Cl
→ -0.2, 3, 0.5, -2%, -13, 2%, -5%, -2, 0%
> CC(C)(C)OC(=O)N1CCC(c2c(C(=O)NCCN3CCC(Cc4ccccc4)CC3)cnn2-c2ccc(F)cc2)CC1
→ 3.0, /, 2.1, 5%, 0, -15%, 5%, 3, -2%
> Cn1c(C(=O)N(Cc2ccccc2)Cc2cccs2)cc2sccc21
→ 1.7, -13, 0.6, 19%, 6, -12%, 5%, -1, 5%
> CC(=O)NC(Cc1ccccc1)C(=O)NC1CCN(C(=O)c2cnccn2)CC1 (centres undefined)
→ -2.9, -14, 0.1, -2%, -7, -12%, 2%, 7, -4%
> CCN1C(=C(C#N)C#N)C=Cc2ccccc21
→ -1.8, -10, 0.2, 22%, 3, -15%, 15%, 7, -3%
> O=C1OCCC1=Cc1ccccc1
→ /, /, /, 11%, 2, -15%, -1%, /, -10%[57.1 µM]
> Fc1ccccc1/C=N/N1CCN(Cc2ccccc2Cl)CC1
→ -0.7, 3, -0.2, 14%[57.1 µM], -2, -40%, 6%, -2, -5%[57.1 µM]
> CC(C)(C)SCCNC(=O)/C=C/c1ccc([N+](=O)[O-])cc1
→ 1.6, -15, 2.4, 10%, -1, -25%, 3%, 24, 1%
> COC(=O)c1ccc(COc2ccccc2/C=C(\C#N)C(=O)NC(C)C)cc1
→ 0.0, 0, 0.5, 4%[57.1 µM], 4, -4%, 1%, -13, 4%[57.1 µM]
> COc1ccc(CSc2nnc(SCc3ccc([N+](=O)[O-])cc3)s2)cc1
→ 1.6, 10, 0.0, -17%[57.1 µM], 3, 6%, -5%, -6, -1%[57.1 µM]
> CCOC(=O)Nc1ccc(S(=O)(=O)NCCCN2CCOCC2)cc1
→ -0.7, 12, -0.1, 14%, -2, -1%, 4%, -6, 1%
> Cc1nc2c(C(=O)NCCC(C)C)c[nH]n2c(=O)c1Cl
→ -1.7, 9, -1.4, 8%, 2, -6%, 9%, 2, -3%
> C=CCn1c(OCc2ccccc2)n[nH]c1=S
→ /, /, -1.1, -8%, -1, -8%, -11%, -12, -3%
> COc1nc2c(c(-c3cc(Br)cs3)c1C#N)Cc1ccccc1-2
→ -0.3, -31, -0.5, -19%, 0, -27%, -7%, 13, 24%
> O=C(O)/C=C/C(=O)Nc1ccc(OC(F)(F)F)cc1
→ 0.6, 13, -0.5, 10%[57.1 µM], 0, -6%, -14%, -5, 4%[57.1 µM]
> CCOC(=O)c1sc(NC(=O)CN2C(=O)c3cccc4cccc(c34)C2=O)nc1C
→ 0.4, 12, 0.2, 10%, 1, -1%, -3%, 1, 6%
> COc1ccccc1C(=O)NC(=Nc1nc2ccccc2o1)NC(=O)c1ccccc1OC
→ -1.6, -8, -0.9, 17%, -6, ?, -1%, 6, 2%
> COc1cccc(N(CC(=O)NCc2ccco2)C(=O)CCC(=O)Nc2nccs2)c1
→ 0.2, -3, -0.3, 16%, -8, -11%, 6%, 3, 7%
> CC1=C(c2ccc(C)c(C)c2)S(=O)(=O)N=C1N1CCC(C(=O)NCCc2ccco2)CC1
→ -1.0, /, -0.1, 1%[57.1 µM], -3, -16%, /, -2, -1%[57.1 µM]
> Cc1cc(Br)ccc1NC(=O)c1cc2c(s1)-c1ccccc1SC2
→ -0.2, /, 2.5, -15%, 2, -23%, /, 9, 8%
> CCCSCCCNC(=O)c1ccc(C)c(NC(=O)c2nsc3ccccc23)c1
→ 1.6, /, 1.2, 20%[57.1 µM], -6, -3%, 0%, -5, -1%[57.1 µM]
> CCC(=O)NC(=S)Nc1ccccc1OC
→ -1.2, -8, 0.1, 26%[57.1 µM], -4, -19%, 0%, 2, 11%[57.1 µM]
> Cc1ccc(S(=O)(=O)Nc2ccc3nc(N)sc3c2)cc1
→ 1.2, 1, -0.3, 0%[57.1 µM], 3, -10%, 0%, -1, 3%[57.1 µM]
> COCCSc1nnc(NS(=O)(=O)c2ccc(C)cc2)s1
→ -0.2, -8, 0.2, 23%[57.1 µM], -8, 4%, 9%, -6, 8%[57.1 µM]
